Screening data as filed in PubChem.
GPT2 inhibitor: GPT2 alanine aminotransferase inhibition | Recombinant GPT2, coupled pyruvate oxidase/HRP Amplex Red fluorescence | Q8TD30 | actives 0.25% (n = 100,000) | Potency, µM (highest dose often 57.7 µM), for inactives: at the top dose activity change, negative = inhibition, most hits filed as inhibitors | AID 1671188; further: potency means the concentration at half of the fitted maximal effect; nearly all actives have a fitted effect of over 60% in size; many of its hits are not listed in these tables
Target sequence (Q8TD30 whole entry, looked up): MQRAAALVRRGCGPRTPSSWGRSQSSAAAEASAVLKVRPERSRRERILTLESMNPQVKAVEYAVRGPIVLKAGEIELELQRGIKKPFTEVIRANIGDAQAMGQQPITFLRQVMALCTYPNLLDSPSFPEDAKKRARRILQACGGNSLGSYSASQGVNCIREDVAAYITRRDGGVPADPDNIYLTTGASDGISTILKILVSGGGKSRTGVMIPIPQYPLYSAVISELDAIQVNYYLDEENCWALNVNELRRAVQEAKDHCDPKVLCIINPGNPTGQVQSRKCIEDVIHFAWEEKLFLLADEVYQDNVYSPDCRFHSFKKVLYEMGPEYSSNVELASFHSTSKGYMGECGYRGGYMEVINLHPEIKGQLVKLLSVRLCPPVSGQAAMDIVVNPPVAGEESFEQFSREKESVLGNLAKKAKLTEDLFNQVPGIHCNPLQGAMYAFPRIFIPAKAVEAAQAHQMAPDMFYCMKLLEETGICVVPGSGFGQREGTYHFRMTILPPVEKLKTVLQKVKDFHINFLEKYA
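Inhibition is scored from Amplex Red fluorescence generated when pyruvate oxidase and HRP act on pyruvate released by GPT2. Reactions contain 10ng/uL enzyme, 250uM a-KG and 2mM L-alanine and run 30 min at room temperature.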
IP6K1 inhibitor: blocks human inositol hexakisphosphate kinase 1; IP6K1 kinase, ADP-Glo luminescence, 2 h; hits give low values; activity change, % (series mostly up to about 58 µM); actives 0.81% (n = 140,000); AID 1645851; in the data active means activity change below about -25%
Target sequence (Q92551 whole entry, looked up): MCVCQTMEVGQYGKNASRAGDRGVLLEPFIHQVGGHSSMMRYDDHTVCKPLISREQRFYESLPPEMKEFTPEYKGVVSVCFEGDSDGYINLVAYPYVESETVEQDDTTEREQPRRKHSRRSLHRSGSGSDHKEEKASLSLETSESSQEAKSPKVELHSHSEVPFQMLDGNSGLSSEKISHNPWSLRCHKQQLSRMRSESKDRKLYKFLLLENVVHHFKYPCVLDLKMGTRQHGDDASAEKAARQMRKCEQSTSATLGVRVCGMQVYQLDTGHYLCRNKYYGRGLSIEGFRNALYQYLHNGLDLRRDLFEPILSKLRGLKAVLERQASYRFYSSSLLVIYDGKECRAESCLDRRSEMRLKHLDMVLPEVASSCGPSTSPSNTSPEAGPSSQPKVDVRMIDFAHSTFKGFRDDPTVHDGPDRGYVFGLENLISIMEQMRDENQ
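ADP-Glo luminescence measures ADP made by human IP6K1 during a 2 h RT reaction with ATP/IP6 (mix at 1.3 mM/130 uM); top library doses 57.5 and 19.1 uM final.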
HEK cytotox: kills HEK 293 cells | HEK 293 viability, ATP luminescence (CellTiter-Glo), 48-72 h | Potency, µM (top dose mostly 115 µM), without a hit: at the top dose activity change, negative = cytotoxicity, most hits filed as inhibitors | actives 6.6% (n = 94,000) | AID 1345083; further: potency means the concentration at half of the fitted maximal effect; nearly all actives have a fitted effect of over 60% in size
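250 HEK 293 cells/well; compound by pintool; incubated 48 or 72 hr at 37 degree Celsius; CellTiter-Glo added, 10 min RT, luminescence imaged.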
SNCA viab count: cell viability loss counter-screen. Potency, µM (doses to about 57.1 µM), without a hit: at the highest dose activity change, negative = cytotoxicity, actives largely listed as cytotoxic. AID 1671193. actives 0.12% (n = 150,000). HEK-293-SNCA-luc viability, GF-AFC fluorescence, 24 h;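 further: potency means the concentration at half of the fitted maximal effect; 0% = DMSO-treated cells and -100% = medium-only wells without cells; nearly all actives have a fitted effect of over 30% in size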
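Cytotoxicity counterscreen: after 24 h compound treatment of genome-edited SNCA-luciferase HEK-293 cells, live-cell protease substrate GF-AFC read by fluorescence after 30 min; activity scaled between DMSO (0%) and medium-only (-100%), curves Hill-fitted.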
SNCA expr inhib: reduces expression of the alpha-synuclein gene | HEK-293 SNCA-luciferase knock-in, luminescence, 24 h | Potency, µM (series often up to 57.2 µM), inactives show top-dose activity change, negative = inhibition, most hits filed as inhibitors | AID 1671194 | actives 0.17% (n = 140,000);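 further: potency means the concentration at half of the fitted maximal effect; plate controls were DMSO cells for no effect and cell-free wells for full effect; nearly all actives have a fitted effect of over 45% in size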
FLuc inh: blocks purified firefly luciferase enzyme activity; Potency, µM (top dose mostly 115 µM), without a hit: at the top dose activity change, negative = inhibition, hits mostly inhibitors; AID 1347043; purified P. pyralis luciferase, luminescence, biochemical; actives 2.5% (n = 76,000); P08659; further: potency means the concentration at half of the fitted maximal effect; nearly all actives have a fitted effect of over 65% in size
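Purified 10nM P. pyralis luciferase with 10uM D-luciferin and 10uM ATP in 50mM Tris acetate pH 7.5, 10mM Mg acetate, 0.01% Tween-20, 0.05% BSA. qHTS titration; luminescence read by CCD imager.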
NIH3T3 tox: kills NIH 3T3 cells | Potency, µM (titrated, usually from 96.7 µM), for the others: at the highest dose activity change, negative = cytotoxicity, most hits filed as inhibitors | NIH 3T3 viability, CellTiter-Glo ATP luminescence, 48-72 h | actives 4.3% (n = 94,000); further: potency means the concentration at half of the fitted maximal effect; nearly all actives have a fitted effect of over 55% in size
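Cytotoxicity is measured as loss of cellular ATP: NIH 3T3 cells (400/well) are exposed to compound for 48 or 72 hr at 37 °C, then CellTiter-Glo luminescence is imaged after 10 min at room temperature.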
An asterisk follows results filed as active; i = inactive; ? = inconclusive; . = no result given; [ ] = remark or other dose. Unless noted, the call rests on the fitted dose curve; in most records, active means well fitted curve in the direction sought with a large enough effect; inconclusive means small, poorly fitted or top-dose-only effect, or another doubt; inactive means no such curve, though single readings can be large; an effect the other way counts as inactive or inconclusive. Unless noted, on the % scale 0 is the no-effect control and ±100 the full control effect.

mol	IP6K1 inhibitor	HEK cytotox	SNCA expr inhib	NIH3T3 tox	FLuc inh	GPT2 inhibitor	SNCA viab count
Fc1ccc2nc([C@H]3CCN(Cc4ccccc4F)C3)[nH]c2c1	-12	?	34%[activator][87.6 µM]	79µM*	3.2µM*	i	-14%[87.6 µM]
CCNC(=O)c1ccc2c(c1)C1(CCCN(C)C1)CN2C (configuration not stated)	-10	?	-27%[87.6 µM]	i	8%[230 µM]	i	0%[87.6 µM]
Cc1ccccc1NC(=O)c1ccc(F)c(S(=O)(=O)NC2CCCC2)c1	15	.	-9%	.	.	.	-9%
NC(=O)c1ccc(CC2CCNCC2)cc1	-13	i	-6%	i	6%	i	-4%
Cn1ncc(N2CCC(NC(=O)C3CCC3)CC2)cc1=O	32	5%	-13%	-2%	7%	i	7%
COc1ccc(CNc2ncnc3c2c(-c2ccccc2)cn3-c2ccc(C)c(Cl)c2)cc1	-13	.	2%	.	.	.	-7%
Cc1cnc(C(=O)NC2C[C@H]3CC[C@@H](C2)N3C(=O)CC2CCCC2)cn1 (some centres not stated)	25	-9%	20%	-29%	.	-4%	-2%
Cc1cnc(C(=O)N[C@@H]2CCC[C@@H]2C(=O)N2CCC(N3CCCCC3)CC2)cn1	13	i	24%	4%	0%	i	-7%
CCC1CN(C(=O)C2CCN(S(=O)(=O)c3c(C)noc3/C=C/c3ccccc3F)CC2)c2cc(C)ccc2O1 (configuration not stated)	24	.	-8%	.	.	.	-2%
CC(=O)N1CC2(Cc3ccccc31)CN([S+](=O)([O-])c1cccc(C(F)(F)F)c1)C2	-11	?	17%	?	-3%	0%	12%
CC(=O)c1ccc(N2CCN(C(=O)c3cc(S(=O)(=O)N4CCCCCC4)cn3C)CC2)cc1	8	.	10%	.	.	.	-12%
Cc1ncc(CC(=O)N2CCCC(C)(Cc3ccc4c(c3)OCO4)C2)c(=O)[nH]1 (configuration not stated)	10	-29%	3%	-27%	9%	2%[11.5 µM]	5%
O=C(NCCN[S+](=O)([O-])c1cccs1)c1ccc(-c2cccc(C(F)(F)F)c2)cc1	5	45µM*	.	?	.	.	.
COc1ccccc1CNC(=O)c1cc(S(=O)(=O)N2CCCC(C)C2)cn1C (configuration not stated)	0	.	-20%	.	.	.	6%
CC(=O)N[C@@H]1[C@@H](NC(=O)Cc2cccs2)[C@H]2CCO[C@H]21	9	i	1%	i	-1%	-11%	-14%

Given as labelled records: part of the list above.
Cc1cnc(C(=O)NC2C[C@H]3CC[C@@H](C2)N3C(=O)CC2CCCC2)cn1 (some centres not stated)
  IP6K1 inhibitor: 25
  HEK cytotox: -9%
  SNCA expr inhib: 20%
  NIH3T3 tox: -29%
  FLuc inh: .
  GPT2 inhibitor: -4%
  SNCA viab count: -2%
Cc1cnc(C(=O)N[C@@H]2CCC[C@@H]2C(=O)N2CCC(N3CCCCC3)CC2)cn1
  IP6K1 inhibitor: 13
  HEK cytotox: i
  SNCA expr inhib: 24%
  NIH3T3 tox: 4%
  FLuc inh: 0%
  GPT2 inhibitor: i
  SNCA viab count: -7%
CCC1CN(C(=O)C2CCN(S(=O)(=O)c3c(C)noc3/C=C/c3ccccc3F)CC2)c2cc(C)ccc2O1 (configuration not stated)
  IP6K1 inhibitor: 24
  HEK cytotox: .
  SNCA expr inhib: -8%
  NIH3T3 tox: .
  FLuc inh: .
  GPT2 inhibitor: .
  SNCA viab count: -2%
CC(=O)N1CC2(Cc3ccccc31)CN([S+](=O)([O-])c1cccc(C(F)(F)F)c1)C2
  IP6K1 inhibitor: -11
  HEK cytotox: ?
  SNCA expr inhib: 17%
  NIH3T3 tox: ?
  FLuc inh: -3%
  GPT2 inhibitor: 0%
  SNCA viab count: 12%

Later entries.
mol	IP6K1 inhibitor	HEK cytotox	SNCA expr inhib	NIH3T3 tox	FLuc inh	GPT2 inhibitor	SNCA viab count
c1ccc(Oc2cc3c(cn2)NCCN(Cc2ccc4[nH]ccc4c2)C3)cc1	-22	89µM*	-4%[87.6 µM]	?	9%[172 µM]	-2%[88.5 µM]	-7%[87.6 µM]
COc1cc(C)c(C(=O)OC2C(C)OC(OC3CCC(C)C4C3C=C(C)C3/C(C)=C\CC/C(C)=C/C5(C)C=C(C(=O)O)C(C)CC56OC(=O)/C(=C(\O)C34C)C6=O)C(O)C2O)c(OC)c1 (configuration not stated)	14	.	.	.	.	i	-8%[12.5 µM]
COc1ccc(-c2cc(=O)n3[nH]cnc3n2)cc1	12	.	-14%	.	.	.	4%
CN1C(=O)CC[C@]2(C(=O)N3CCN(c4ccccc4)CC3)CCCC[C@@H]12	-15	?	19%	-15%	-7%	i	13%
Cc1cccc(OC(=O)c2snnc2C)c1	-7	.	25%	.	.	.	-3%
COc1ccc(N2CCN(CC(O)COc3c(OC)cccc3OC)CC2)cc1 (configuration not stated)	-46*	.	51%[activator]	.	.	.	7%
CC1OC(OC2C(CO)OC(OCC3OC(OC(=O)C45CCC(C)(C)CC4C4=CCC6C7(C)CCC(OC8OC(CO)C(O)C(OC9OC(CO)C(O)C(O)C9O)C8O)C(C)(C)C7CCC6(C)C4(C)CC5)C(O)C(O)C3O)C(O)C2O)C(O)C(O)C1OC1OC(CO)C(O)C(O)C1O (configuration not stated)	18	.	.	.	.	i[11.5 µM]	-1%[12.5 µM]
Cc1c(CCNC(=O)Cc2ccc(F)cc2)sc2nc(-c3ccc(F)cc3)nn12	4	.	-7%	.	.	.	-2%
COc1cccc(Nc2csc(CN3CCCC(C)(NC(C)=O)C3)c2)c1 (configuration not stated)	-12	?	134%[activator][87.6 µM]	?	?	i	-24%[87.6 µM]
Cc1ccccc1CCNC(=O)c1ccc2c(c1)c(C)c(C)n2C	-9	.	59%[activator]	.	.	.	11%
Cc1ccc(SCCNC(=O)CN(c2cccc(C)c2C)S(C)(=O)=O)cc1	9	.	-24%	.	.	.	-2%
COc1ccc(CN2CCC3(C2)C(=O)N(Cc2ccccc2)c2ccccc23)cc1 (configuration not stated)	10	40µM*	?	35µM*	-1%	i	-22%
COc1ccc(CNC(=O)NCC23CCCC=C2NC(=O)CC3)cc1 (configuration not stated)	-1	i	-17%	-3%	0%	i	4%
COc1ccc(C(=O)N2CCc3nc(C)nc(-c4ccc(OC)cc4)c3CC2)cc1	1	-22%	6%	?	3%	0%	-7%
COc1ccc(NC(=O)Cn2c(-c3ccc(F)cc3)nc(C)cc2=O)c(OC)c1	5	0%	-17%	i	2%	4%	-2%
OC1(c2csc(CN3CCOCC3)n2)CCN(Cc2ccc(C(F)(F)F)cc2)CC1	-1	?	-5%	?	0%	1%	-14%
C#CCNC(=O)c1c(-c2ccc(F)cc2)noc1[C@H](C)O	8	-19%[230 µM]	10%[87.6 µM]	-27%[230 µM]	-6%[230 µM]	3%[88.5 µM]	17%[87.6 µM]
Cc1ccc2nc(CO[C@H]3CN(Cc4ccc(Cl)cc4)C[C@H]3F)[nH]c2c1	-6	89µM*	-28%[87.6 µM]	?	-7%[172 µM]	-9%[88.5 µM]	-12%[87.6 µM]
COCc1ncc(C)n1C1CCCN(C(=O)c2ccn(C)n2)C1 (configuration not stated)	23	3%	28%	-2%	6%	-1%	2%
Cc1cc(C(=O)NC(C)c2cnc(N3CCCCCCC3)nc2C)n[nH]1 (configuration not stated)	26	?	-11%	?	3%	i	-24%
O=C1NC2(CCN(Cc3ccccc3)C2)Oc2ccccc21 (configuration not stated)	5	?	1%[87.6 µM]	-20%[138 µM]	-4%[172 µM]	i	7%[87.6 µM]
O=C(NCc1ccccn1)c1ccc2nc(-c3cccnc3Cl)oc2c1	10	?	44%[activator]	?	.	4%	6%
CC(=O)NCCCC(=O)N1CNC(=O)C12CCN(C(=O)c1ccccc1)CC2	-1	2%	-15%	-4%	.	i	2%
COc1ccc2nc(CO[C@H]3CN(C4CCN(C(C)=O)CC4)C[C@H]3F)[nH]c2c1	7	-19%[172 µM]	29%[87.6 µM]	-21%[138 µM]	8%[172 µM]	-5%[88.5 µM]	-12%[87.6 µM]
C[C@@H]1O[C@@H](O[C@H]2[C@@H]3C=CO[C@@H](O[C@@H]4O[C@H](CO)[C@@H](O)[C@H](O)[C@H]4O)[C@@H]3[C@@]3(CO)O[C@@H]23)[C@H](O)[C@H](OC(=O)/C=C/c2ccc(O)c(O)c2)[C@H]1O	20	.	.	.	.	?	-10%[23.9 µM]
COC1CCC12CCN(Cc1ccc(C(F)(F)F)cc1)CC2 (configuration not stated)	0	-3%	142%[activator]	-9%	.	-14%	5%
COc1ccc(CNC(=O)N2CC(N(C3CCOCC3)S(C)(=O)=O)C2)cc1	-12	-10%	-7%	-14%	0%	i	0%
Cc1ccc(CN2CCOCCNC(=O)CC2)o1	-5	-18%	29%	-16%	1%	i	-12%
Cc1cccn2c3c(c(=O)nc12)C(c1ccc(F)cc1)CC(=O)N3 (configuration not stated)	2	.	6%	.	.	.	4%
NC(N)=NC(N)=NCCc1ccccc1	27	.	?	.	.	0%	-6%
CCc1nc(-c2c3n(c(=O)n(CC(=O)Nc4c(C)cccc4C)c2=O)CCCC3)no1	5	1%	-14%	2%	0%	2%	-3%
CN(CCc1nc2c([nH]1)CC(C)(C)CNC2=O)c1ccccc1	-10	-6%	12%	2%	2%	i	10%
Cc1ccc2nc(C3CCCN(Cc4cccs4)C3)[nH]c(=O)c2c1 (configuration not stated)	-6	?	-3%	-22%	.	i	0%
CN(Cc1ccccc1)c1nc(-c2ccc(F)cc2)cc(C(F)(F)F)n1	2	.	-12%	.	.	.	16%
COc1ccccc1NC(=O)Cn1c(=O)n(-c2ccccc2)c(=O)c2c1cc(C)n2C	-7	-9%	-24%	i	1%	i	-6%
COc1ccccc1Nc1ccnc(N2CCC[C@H]2C(=O)NCc2cccs2)n1	-8	?	-10%	-29%	.	i	-25%
O=C(c1n[nH]c2c1CCCC2)N1CCc2c(nc3cc[nH]n3c2=O)C1	12	-3%	12%	i	-13%	i	3%
CNC(=O)C1CCN(C(=O)c2ccc(-c3ccccc3OC)cc2)CC1	3	i	26%	-2%	.	i	3%[12.5 µM]
COc1ccccc1OCCNC(=O)[C@H]1CCC[C@H]1NC(=O)c1ccncc1	18	-17%	6%	-2%	-12%	-38%	10%
